TEAD-YAP inh: TEAD-YAP interaction inhibition, primary screen, TEAD-YAP interaction inhibitor project, luminescence, HEK-TIYL cells | hit rate 1.4% among 640,000 | inhibition, % at 9.12 µM | TEAD-Gal4/YAP UAS-luciferase luminescence; in the data active = inhibition above about 32%;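 note: 0% = median of test compound wells and 100% = reference inhibitor wells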
FBW7 activator: FBW7 E3 ligase activators, primary screen, biochemical, AlphaScreen, human. F-box/WD repeat-containing protein 7 (Homo sapiens), Q969H0. AlphaScreen FBW7–phospho-cyclin E peptide binding, activator screen. normalized activity (activation), % at 26.1 µM. hit rate 0.13% among 650,000; in the data active = normalized activity above about 1.9%;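 note: purified mutant Fbw7 with reduced substrate affinity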
GPR151 activ: activators of human GPR151, primary screen, cell-based, PathHunter beta-arrestin, luminescence; G-protein coupled receptor 151 (Homo sapiens), Q8TDV0; PathHunter beta-arrestin GPR151 cells; activation, % at 11.2 µM; hit rate 1% among 650,000; AID 1508602, 2020; in the data active = activation above about 4.9%;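 note: 0% = median of compound wells and 100% = cells with positive control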
Target sequence (Q8TDV0 whole entry, looked up): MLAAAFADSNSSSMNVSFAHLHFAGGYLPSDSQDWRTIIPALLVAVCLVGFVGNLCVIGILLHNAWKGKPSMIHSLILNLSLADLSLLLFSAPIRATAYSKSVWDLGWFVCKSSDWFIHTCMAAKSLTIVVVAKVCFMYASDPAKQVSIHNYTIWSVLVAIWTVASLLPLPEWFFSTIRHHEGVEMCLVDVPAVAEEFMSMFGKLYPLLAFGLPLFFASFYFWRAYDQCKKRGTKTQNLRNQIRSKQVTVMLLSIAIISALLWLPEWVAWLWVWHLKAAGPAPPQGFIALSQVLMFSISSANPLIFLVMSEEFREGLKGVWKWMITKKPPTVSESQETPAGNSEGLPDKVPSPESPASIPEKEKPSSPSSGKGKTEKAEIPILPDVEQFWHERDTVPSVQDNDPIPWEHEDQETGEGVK
MITF inh: MITF inhibitors, primary screen, biochemical, AlphaScreen, human; Microphthalmia-associated transcription factor (Homo sapiens), O75030; AlphaScreen MITF homodimerization, bead proximity signal; inhibition, % at 2.6 µM; hit rate 0.91% among 650,000; in the data active = inhibition above about 50%;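 note: 0% = vehicle wells with protein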
Target sequence (O75030 whole entry, looked up): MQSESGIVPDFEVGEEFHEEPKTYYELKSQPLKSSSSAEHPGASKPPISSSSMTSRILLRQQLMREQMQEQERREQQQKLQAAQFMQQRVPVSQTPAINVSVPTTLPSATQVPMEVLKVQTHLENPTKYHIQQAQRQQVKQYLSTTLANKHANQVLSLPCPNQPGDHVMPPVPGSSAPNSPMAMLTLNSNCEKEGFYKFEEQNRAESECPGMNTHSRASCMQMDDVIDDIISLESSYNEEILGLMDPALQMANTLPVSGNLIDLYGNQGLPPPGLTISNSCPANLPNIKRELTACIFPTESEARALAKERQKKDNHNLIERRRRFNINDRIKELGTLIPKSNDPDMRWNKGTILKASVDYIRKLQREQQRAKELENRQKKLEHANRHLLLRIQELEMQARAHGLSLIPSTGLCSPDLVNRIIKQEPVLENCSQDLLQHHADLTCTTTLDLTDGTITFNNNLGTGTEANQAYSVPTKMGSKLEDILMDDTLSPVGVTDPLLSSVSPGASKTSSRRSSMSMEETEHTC
* = called active by the depositor. No enrichment for hits, and some 3.4% of all compounds hit somewhere here.

SMILES	TEAD-YAP inh	FBW7 activator	GPR151 activ	MITF inh
O=C(c1cccc(OC2CCN(Cc3cc4ccccc4o3)CC2)c1)N1CCCC1	3	0.0	0.6	-4
COc1ccc(/C=C(\C#N)c2nn(CCO)c(N)c2C#N)cc1OC	-4	-0.1	-2.1	-12
COc1ccccc1NC(=O)CSc1ccc2nnc(-c3ccc(F)cc3)n2n1	-10	-0.1	0.9	4
COC(=O)c1ccccc1NC(=S)NC(C)=O	8	0.3	-0.2	8
COc1ccc(/C=C/C(=O)NCc2ccc(Cl)cc2)cc1	1	0.1	-0.7	6
Fc1cccc(NCc2cn3ccccc3n2)c1	-81	-0.1	-1.9	-2
Cc1ccccc1C(=O)Nc1nn2c(-c3ccco3)nnc2s1	-2	-0.1	2.7	-3
O=C(NCc1nc2ccccc2[nH]1)c1ccc2nc(Nc3cccnc3)sc2c1	3	0.0	0.0	15
Cc1ccc(N2C(=O)CC(N3CCCN(C)CC3)C2=O)cc1 (stereo unspecified)	5	0.0	0.4	3
Cc1nc(NC(=O)CSc2nnc3c4c(C)c(C)sc4nc(C(C)C)n23)sc1C	5	0.0	0.4	5
CC(=O)c1ccc(C(=O)N(Cc2ccncc2)c2nc3c(C)c(Cl)ccc3s2)cc1	0	-0.1	-1.2	15
Clc1nc(NCCN2CCOCC2)nc(N2CCOCC2)n1	3	0.2	-0.8	6
C#CCOc1c(Cl)cc(/C=C2/NC(=O)NC2=O)cc1OC	6	0.7	-0.5	4
COc1cc(C2C3=C(CCCC3=O)NC3=C2C(=O)CCC3)cc(Br)c1O	6	0.3	-0.7	7
O=C(Cc1cn(-c2ccc(N3CCOCC3)nn2)c2ccccc12)Nc1ccc(Oc2ccccc2)cc1	-4	0.4	-1.1	-9
CCC1(c2ccccc2)OC(=O)C2C3CCCCC3=C3CCCCC3C21 (stereo unspecified)	-1	0.2	-1.0	6
COC(=O)c1sccc1NC(=O)c1cccc(Cl)c1	2	0.3	-1.3	-5
Cc1ccc(Nc2nc(-c3ccc(-c4ccccc4)cc3)cs2)cc1Cl	13	0.2	-1.1	16
Cc1ccc(-c2nc3ccccc3s2)cc1NC(=O)c1ccc2ccccc2c1	-2	-0.1	-0.1	9
Cc1cc(C)nc(N2CCN(c3ncnc4sc5c(c34)CCC5)CC2)n1	-2	-0.1	-1.3	17
Cc1cc(C)c(S(=O)(=O)N2CCOCC2)c(C)c1[N+](=O)[O-]	0	0.2	-0.8	15
Cc1ccc(Cn2c(CN3CCC(C)CC3)nc3c2c(=O)n(C)c(=O)n3C)cc1	-7	0.1	1.9	-1
CCN1CCN(C(=O)c2cc3c(s2)-c2ccccc2SC3)CC1	2	0.0	-3.5	1
N=C1/C(=C\c2coc3ccccc3c2=O)C(=O)N=C2SC(c3ccccc3F)=NN12	4	0.1	-0.2	-2
Cc1cc(/C=C2/NC(=O)N(Cc3ccc(Cl)cc3)C2=O)c(C)n1-c1ccc([N+](=O)[O-])cc1	4	-0.2	-0.2	10
O=C(Nc1ccc(Cl)cc1)NC1(C(=O)NCc2ccncc2)CCCCC1	1	-0.1	0.2	-7
CC1CCC(N2CCN(c3ncccn3)CC2)C1 (stereo unspecified)	-12	0.1	-1.2	-4
Cc1c(Br)c(C(F)(F)F)nn1CC(=O)N(C)c1ccccc1	13	-0.1	2.0	-1
COc1ccccc1CNC(=O)c1ccc2c(=O)n(Cc3cccc(Br)c3)c(=S)[nH]c2c1	3	0.1	0.8	1
CCn1c(=O)n(CC(=O)N2CCC(C)CC2)c2cccnc21	-12	0.1	-0.8	19
COC(=O)C1=C(C)NC(=O)NC1c1cccc2ccccc12 (stereo unspecified)	-12	0.1	0.6	-2
Cc1cc(OCc2nc3ccccc3[nH]2)ccc1C(C)C	-48	-0.1	-1.3	-2
COC(=O)c1cc(S(=O)(=O)Nc2ccc(OC(F)(F)F)cc2)cn1C	4	0.1	0.5	7
O=C(Nc1c(C(=O)c2ccc(Cl)cc2)oc2ccccc12)c1cccnc1	2	-0.2	1.9	-4
COc1cc(C(=O)Nc2nnc(SCC(N)=O)s2)cc(OC)c1OC	1	-0.1	-1.2	-7
O=C(C[n+]1ccc2ccccc2c1)c1cccc2ccccc12	-3	0.1	0.5	0
COc1ccc(-c2oc3ccc(C)cc3c(=O)c2O)cc1OC	-18	0.0	0.0	10
CCOc1ccc2c(c1)O/C(=C\c1ccccc1OS(C)(=O)=O)C2=O	-48	-0.1	-1.4	-6
COc1cc([N+](=O)[O-])ccc1NC(=O)NNC(=O)c1ccncc1	4	0.0	0.7	0
Cc1cccc(OCCNC(=S)NC(=O)c2cncc(Br)c2)c1	-5	-0.1	-0.3	-10
CCOc1ccccc1NC(=O)C1CCCN(c2c(CC)c(C)nc3ncnn23)C1 (stereo unspecified)	-1	0.0	0.1	-11
Cc1cc(CC2(C)C(=O)Nc3c(-c4ccco4)cccc32)no1 (stereo unspecified)	5	-0.2	0.1	15
O=C(O)CSc1nc2c(cnn2-c2ccc(F)cc2)c(=O)[nH]1	5	0.1	1.8	8
COc1ccc(CCc2nnc(CCC(=O)N3CCN(C)C(c4ccccc4)C3)o2)cc1 (stereo unspecified)	-31	-0.1	0.5	2
Cc1ccc(-c2cnc(N3CCOCC3)c3nccn23)cc1	3	0.1	0.4	1
O=C(Nc1ccc(S(=O)(=O)Nc2nccc(/C=C/c3cccc([N+](=O)[O-])c3)n2)cc1)c1ccccc1	5	0.1	-1.0	6
Cc1cccc(-n2c(=O)c(C#N)cc3c(=O)n4ccccc4nc32)c1	5	-0.1	0.0	4
COc1ccc(C2CC(c3cccs3)=NN2C(=O)CSc2nnc(CNC(=O)c3ccccc3)n2C)cc1 (stereo unspecified)	5	-0.1	1.5	-7

6 records picked at random from those above:
SMILES	TEAD-YAP inh	FBW7 activator	GPR151 activ	MITF inh
Cc1cc(CC2(C)C(=O)Nc3c(-c4ccco4)cccc32)no1 (stereo unspecified)	5	-0.2	0.1	15
COc1cc([N+](=O)[O-])ccc1NC(=O)NNC(=O)c1ccncc1	4	0.0	0.7	0
COc1ccc(CCc2nnc(CCC(=O)N3CCN(C)C(c4ccccc4)C3)o2)cc1 (stereo unspecified)	-31	-0.1	0.5	2
Cc1ccc(-c2cnc(N3CCOCC3)c3nccn23)cc1	3	0.1	0.4	1
COc1ccc(C2CC(c3cccs3)=NN2C(=O)CSc2nnc(CNC(=O)c3ccccc3)n2C)cc1 (stereo unspecified)	5	-0.1	1.5	-7
CCOc1ccc2c(c1)O/C(=C\c1ccccc1OS(C)(=O)=O)C2=O	-48	-0.1	-1.4	-6

Other entries.
SMILES	TEAD-YAP inh	FBW7 activator	GPR151 activ	MITF inh
COc1cc(NC(=O)Nc2ccc(F)cc2F)cc(OC)c1	-3	0.1	1.1	16
CCSc1nc2cc(OC)c(OC)cc2c(=O)n1CC	13	0.8	-1.8	11
NC1=NC(=O)CC(C(=O)Nc2ccc(Oc3ccc(Cl)cc3)cc2)S1 (stereo unspecified)	10	-0.1	-0.1	2
COc1ccccc1NC(=O)c1ccc(SCC(=O)NC2CCCC(C)C2C)c([N+](=O)[O-])c1 (stereo unspecified)	-1	0.1	2.3	-3
COc1cc(=O)n2c(c1C(=O)NCc1ccsc1)CCN(CC1CC1)CC2	-6	0.0	-1.3	-5
Cc1ccc2onc(CC(=O)NCCC3=CCCCC3)c2c1	-11	0.1	-0.4	-17
CC(=O)Oc1ccc(C(=O)Nc2ccc3c4c(cccc24)CC3)cc1	-11	0.2	0.2	17
CCCCN(C)C(=O)CSc1cc(C)nc2c(-c3ccccc3OC)c(C)nn12	-3	-0.1	0.9	-1
O=C(Cn1cc2c(n1)CCCCC2)NC1CCN(Cc2ccccc2)CC1	4	0.1	0.6	-1
CCn1cnc2sc(C(=O)NCc3cccnc3)c(C)c2c1=O	-9	0.3	0.5	4
O=C1CSC2=NC3=C(C(c4cccs4)N12)N1CCC3CC1 (stereo unspecified)	0	0.0	2.1	5
CCCNc1cc(NC2CCC(O)CC2)ncn1 (stereo unspecified)	-2	-0.3	0.0	0

Brought forward from above: three entries; new compounds follow.
SMILES	TEAD-YAP inh	FBW7 activator	GPR151 activ	MITF inh
CCn1cnc2sc(C(=O)NCc3cccnc3)c(C)c2c1=O	-9	0.3	0.5	4
O=C1CSC2=NC3=C(C(c4cccs4)N12)N1CCC3CC1 (stereo unspecified)	0	0.0	2.1	5
CCCNc1cc(NC2CCC(O)CC2)ncn1 (stereo unspecified)	-2	-0.3	0.0	0
CC(C)c1ccc(NC(=O)CSc2nnc(-c3ccccc3O)n2C)cc1	1	-0.1	-0.8	6
COC(=O)c1sc2c(c1N)CCC(C(C)(C)C)C2 (stereo unspecified)	-23	0.0	2.2	4
CCc1ccc(C(=O)NCc2nc(-c3ccc(C)cc3)n[nH]2)cc1	4	0.1	-0.8	24
Cc1ccc(-c2nc(C(N)=O)c3[nH]c(=O)n(C(C)C)c3n2)o1	29	-0.1	1.0	-1
CCOC(=O)CNC(=O)c1sc2nc(C)nc(N3CCCCC3)c2c1C	-11	-0.1	-2.1	11
CC(=O)c1cccc(N2C(=O)C3C(C2=O)C2C=CC3C23CC3)c1 (stereo unspecified)	11	0.2	-0.9	-3
CCN1CCN(c2ncc(C(=O)Nc3ccc4c(c3)OCCO4)c3ccccc23)CC1	3	-0.4	-0.5	-5
O=C(C[n+]1ccc(C(=O)N/N=C/c2ccc(O)cc2)cc1)c1ccccc1	0	0.1	-0.7	20
Nc1nc(NCc2cccc(Br)c2)nn1-c1ccccc1	-14	-0.2	0.0	6
CCc1cc2c(=O)c(-c3ccc4c(c3)OCCCO4)coc2cc1OS(C)(=O)=O	-23	0.1	2.7	-2
COc1ccc(N2CCN(S(=O)(=O)c3ccc4oc(=O)ccc4c3)CC2)cc1	7	-0.1	-0.8	1
CC(=O)c1cc2c(cc1NS(=O)(=O)c1ccc(C)cc1)OCCO2	37*	0.1	-0.1	11
COc1ccccc1C1C(C(N)=O)=C(C)Nc2nc(-c3ccccc3Cl)nn21 (stereo unspecified)	8	-0.1	0.3	-9
c1cncc(CNc2ncnc3nc(N4CCOCC4)[nH]c23)c1	2	0.0	-0.3	29
CCN(CC)CCOC(=O)c1ccc(NC(=O)CNC(=O)c2ccccc2)cc1	7	0.0	0.9	2
COc1ccc(/C=C2\C=C(c3ccccc3)N(c3ccc(I)cc3)C2=O)cc1Br	-4	0.0	0.3	-7
CCOC(=O)c1c(NC(=O)C(C)Sc2nnc(CNC(=O)c3ccco3)n2-c2cccc(C(F)(F)F)c2)sc2c1CCCCC2 (stereo unspecified)	9	0.1	1.4	7
COc1cc(CN2CCNC(=O)C2CC(=O)N(C)Cc2c(C)n[nH]c2C)cc(OC)c1 (stereo unspecified)	4	0.2	1.1	21
OCCC1CN(Cc2ccc3nonc3c2)CCN1CCc1ccccc1 (stereo unspecified)	-6	0.0	0.5	11
O=C(Nc1ccc(N2CCOCC2)cc1)c1ccc(N2CCCCC2)c([N+](=O)[O-])c1	0	-0.2	-0.3	15
COc1ccc(C2C(C#N)=C(SCC(C)C)NC3=C2C(=O)CC(C)(C)C3)cc1OC (stereo unspecified)	8	-0.3	2.6	5
CCOC(=O)c1sc2nc(SCc3cccc([N+](=O)[O-])c3)n(Cc3cccs3)c(=O)c2c1C	-1	-0.1	0.0	-8
O=C(NCCOc1ccccc1)c1ccnc(Nc2ccccc2)c1	8	0.1	0.3	0
Cc1ccc(NC(=O)OC2CCCC2)cc1NC(=O)OC1CCCC1	-14	-0.1	1.3	3
COc1ccccc1-c1nnc(NC(=O)COc2ccc(Cl)cc2)o1	-9	-0.1	0.0	-1
COc1c(Cl)cc(Cl)cc1/C=N/NC(=O)c1cc([N+](=O)[O-])ccc1O	-40	0.0	0.7	-15
Cc1onc(-c2ccccc2Cl)c1C(=O)Nc1nnc(Cc2ccc(Cl)cc2)s1	-11	0.1	-1.4	-14
O=C(CSc1nc2ccsc2c(=O)n1NC(=O)c1ccccc1)Nc1nccs1	-14	0.8	-2.6	2
Cc1nc2c(C(=O)NCCCN3CCCCC3C)cnn2c(C)c1Cc1ccccc1 (stereo unspecified)	-5	-0.1	-0.9	-13
C=CCc1cccc(/C=N\NC(=O)Cn2nnc3ccccc32)c1O	-8	0.8	-0.8	22
O=C(NCC1OCCCN1S(=O)(=O)c1cc(F)ccc1F)C(=O)NC1CCCCC1 (stereo unspecified)	-3	0.1	0.6	3
CCOC(=O)CSc1nc2sc3c(c2c(=O)n1Cc1ccccc1)CCC(C(C)(C)C)C3 (stereo unspecified)	11	0.1	0.0	3
COC(=O)c1ccc(C2/C(=C(\O)c3ccc(Cl)cc3)C(=O)C(=O)N2c2nc3ccccc3s2)cc1 (stereo unspecified)	-14	-0.1	2.1	2
COc1ccc(SCC(=O)Nc2c3c(nn2C)CCC3)cc1	38*	0.3	1.1	10
CCCN1C(=O)/C(=C2\SC(=S)N(NC(=O)c3ccccc3O)C2=O)c2ccccc21	2	0.4	2.4	12
Cc1cccc2sc(NC(=O)Cn3c(=O)oc4cc(Cl)ccc43)nc12	-4	0.0	2.3	1

Bioassay records: PubChem, The Scripps Research Institute Molecular Screening Center
